ST2 IL33 inh – IL1RL1 inhibition; Q01638; AlphaLISA ST2-Fc/biotin-IL-33 interaction, 1 h; 78,000 tested, 2.3% active; inhibition, % for hits at 17 µM; in the data active = inhibition above about 30%; inconclusive = mostly about 10% to 28%
Target sequence (Q01638 whole entry, looked up): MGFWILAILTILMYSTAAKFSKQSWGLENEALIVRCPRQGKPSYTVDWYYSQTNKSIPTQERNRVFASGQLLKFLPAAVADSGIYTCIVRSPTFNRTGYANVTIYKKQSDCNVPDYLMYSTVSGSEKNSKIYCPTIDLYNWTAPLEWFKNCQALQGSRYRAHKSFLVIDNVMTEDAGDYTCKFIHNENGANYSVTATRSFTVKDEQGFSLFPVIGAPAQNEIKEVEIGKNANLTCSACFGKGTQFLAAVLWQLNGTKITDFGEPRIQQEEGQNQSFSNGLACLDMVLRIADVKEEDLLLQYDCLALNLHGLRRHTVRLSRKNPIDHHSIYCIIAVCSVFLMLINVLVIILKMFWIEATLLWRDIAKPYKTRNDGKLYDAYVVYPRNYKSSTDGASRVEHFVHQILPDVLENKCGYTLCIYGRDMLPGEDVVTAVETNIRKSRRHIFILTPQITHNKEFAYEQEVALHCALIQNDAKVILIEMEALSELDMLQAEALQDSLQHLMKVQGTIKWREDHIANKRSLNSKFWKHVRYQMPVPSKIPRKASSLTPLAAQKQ
* hit, by the source's call; i = inactive; ? = inconclusive. Only part of the results is shown (hit frequency here may not be typical).

SMILES | ST2 IL33 inh
CC(C)C1CN(Cc2cc(-c3cccnc3)no2)CCCN1CC1CC1 (stereo not given) | i
Cc1nc2c(c(=O)n(Cc3ccccc3)c(=O)n2C)n1Cc1ccccc1 | i
COc1ccc(Nc2ncnc3sc4c(c23)CCC(C)C4)cc1 (stereo not given) | i
COc1ccc2cc3cc(C(=O)NCc4ccc(F)cc4)oc3nc2c1 | ?
COc1ccccc1CCN1CCC(CN(C)C(=O)/C=C/c2cccnc2)CC1 | i
Cc1ccc(Cc2c(C)nc3nc(SCC(=O)NCCN4CCOCC4)nn3c2C)cc1 | ?
O=C(Nc1ccc2c(c1)Cc1ccccc1-2)c1ccncc1 | ?
Cc1[nH]cnc1CN1CCC(N2CCC(C(=O)NCC3CCCO3)CC2)CC1 (stereo not given) | i
CC(=O)N1C(C(=O)O)CSC1c1ccc(F)cc1 (stereo not given) | ?
COc1ccc2nc(Nc3nc(-c4cccnc4)cs3)sc2c1 | i
COc1ccc(-n2c(=O)c3c4c(sc3n3c(C)nnc23)COC(C(C)C)C4)cc1 (stereo not given) | ?
COc1ccc(CN2CCN(c3ccc(F)cc3)CC2)c(OC)c1C | ?
COc1ccc(NC(=O)NCCc2nc3cccnc3n2-c2ccccc2)cc1 | i
Cc1cc2c(cc1C(=O)N1CCNC(C(=O)O)C1)OCCO2 (stereo not given) | i
CC(CC(=O)Nc1ccccc1Br)c1ccccc1 (stereo not given) | i
COc1ccc2cc3cc(C(=O)N(C)c4ccc(Br)cc4)oc3nc2c1 | i
COCC(=O)Nc1c(C(=O)Nc2ccc(F)cc2)oc2ccccc12 | i
Cc1[nH]c(-c2ccc3c(c2)OCO3)nc1C(=O)O | i
CCOc1ccc(S(=O)(=O)NCc2nc3cccnc3n2CCOC)cc1 | ?
O=C(NC[C@H]1O[C@@H](CO)[C@@H](O)[C@H]1N1CCN(c2ccc(F)cc2)CC1)c1ccccc1 | ?
CC1=C(C(=O)OC(C)C)C(c2ccc(OCc3ccccc3)cc2)N2C(=O)CCSC2=N1 (stereo not given) | ?
O=C(c1cccs1)N1CCN=C1SCc1ccc(Cl)cc1 | i
COc1ccc(Cl)cc1NC(=O)Cn1c(=O)n(-c2ccc(F)cc2F)c(=O)c2sccc21 | i
Cc1ccccc1N1CCN(Cc2ccco2)CC1 | i
CS(=O)(=O)NCC1CCN(Cc2ccc(-c3ccccn3)cc2)C1 (stereo not given) | i
The list goes on.
SMILES | ST2 IL33 inh
CCn1ccnc1-c1nccn1-c1ccccc1OCc1ccccn1 | i
CCc1nc(-c2nccn2CC2CCN(C3CCCC3)CC2)c(C)[nH]1 | i
COc1ccc(-c2c3c(=O)n(C)c(=O)n(C)c3cn2-c2cccc([N+](=O)[O-])c2)cc1 | i
COCCN1C(=O)N(CCc2ccccc2)C(=O)C12CCN(C1CCSC1)CC2 (stereo not given) | i
O=C(CSc1nc2c([nH]c3ccccc32)c(=O)n1-c1ccc(Cl)cc1)NCC1CCCO1 (stereo not given) | ?
O=C1C=C(c2ccccc2)C[C@H](c2cccs2)[C@H]1n1nnc([N+](=O)[O-])n1 | 33.0%*
Nc1ccc2nc(SCc3cccc(F)c3)sc2c1 | ?
COc1ccc(NC(=O)CC2Sc3ccc(C(F)(F)F)cc3NC2=O)cc1 (stereo not given) | ?
Cn1c(N2CCCCC2)nc2c1c(=O)n(Cc1ccc(Cl)c(Cl)c1)c(=O)n2C | ?
N#Cc1ccccc1N1C(=O)C2C3c4ccccc4C(c4ccccc43)C2C1=O (stereo not given) | i
N#Cc1nc(COc2ccccc2F)oc1N1CCC(C(N)=O)CC1 | ?
C=CCOc1ccc(C(O)=C2C(=O)C(=O)N(CCN3CCOCC3)C2c2ccccc2OC)cc1 (stereo not given) | i
COc1cc2c(cc1OC)C(C(=O)NCC1CCCO1)C(c1cccs1)N(C)C2=O (stereo not given) | i
COc1ccc(C2C(C(=O)Nc3ccccn3)c3cc(OC)c(OC)cc3C(=O)N2C)cc1OC (stereo not given) | i
NC(=O)c1ccnc(-c2ccc(F)cc2Cl)c1 | i
CN(C)c1ncccc1CNC(=O)c1cccc2cccnc12 | ?
COc1cc(NC(=O)CNC[C@H]2CCCC[C@H]2O)cc(OC)c1 | i
Cc1nc2cc(-c3ccccc3)nn2c(C)c1CCC(=O)NCCC1=CCCCC1 | i
COC(=O)[C@H](Cc1ccc(OC)cc1)NC(=O)[C@H]1CN(C(=O)c2cccnc2)CCN1S(=O)(=O)c1ccccc1 | i
Cn1cnnc1Sc1ccc([N+](=O)[O-])c2ncccc12 | i
NCCc1ccc(O)c(O)c1 | ?
N#CC1=C(N)OC2=C(C(=O)CCC2)C1c1cc2c(cc1[N+](=O)[O-])OCO2 (stereo not given) | ?
O=C(CSc1nc2c(ccc3ccccc32)[nH]1)c1ccccc1 | i
O=C(Nc1ccccc1-c1ccccc1NC(=O)c1ccco1)c1ccco1 | i
COc1cc2c(cc1OC)C(C(=O)NC1CCCCCC1)C1c3ccccc3CCN1C2=O (stereo not given) | i
Next entries follow.
SMILES | ST2 IL33 inh
COc1ccc(Cl)cc1Nc1ncnc2c1cnn2-c1cccc(C)c1 | i
CCSc1nnc2c(n1)OC(c1ccsc1)Nc1ccc(Br)cc1-2 (stereo not given) | i
O=C(NCC1COc2ccccc2O1)c1ccc2c(Cl)c3c(nc2c1)CCCC3 (stereo not given) | i
COc1ccc(-c2nccn2CCc2nc(C)c(C)s2)cc1O | i
COc1cc(NS(=O)(=O)c2ccccc2)c2ncccc2c1 | ?
Cc1nnc(SCCNC(=O)CN2CCCN(C)CC2)s1 | i
Cc1cccc(NC2SC(=O)N(c3cccc(C)c3)C2=O)c1 (stereo not given) | i
COc1ccc(N(C(C)C(=O)Nc2ccc(C(N)=O)cc2)S(C)(=O)=O)cc1 (stereo not given) | i
O=C(COc1cc(Cl)ccc1Cl)Nc1cccc(C(F)(F)F)c1 | i
Cc1ccc2nc(/C(C#N)=C/c3cc([N+](=O)[O-])ccc3Cl)[nH]c2c1 | ?
O=C1CCCC2=C1C(c1ccc(O)cc1)n1nc(SCc3ccccc3F)nc1N2 (stereo not given) | ?
CCOc1ccc(CNC(=O)C(C(C)C)N2CCN(C)C(=O)C2=O)cc1 (stereo not given) | i
COc1cc(C2NC(C(=O)O)CS2)ccc1C (stereo not given) | ?
Cn1c(SCC(=O)N2CCCCC2)nc2c([nH]c3ccccc32)c1=O | ?
CCCCn1c(CN2CCCCC2CC(=O)OCC)cnc1S(=O)(=O)CC (stereo not given) | i
COc1ccc(S(=O)(=O)NCc2cnn3ccccc23)c(OC)c1 | ?
CCn1c(C2CCN(C3CCN(c4ccccc4)CC3)CC2)nn(C)c1=O | i
CC(=O)Nc1c(C(=O)c2ccc(C)cc2)oc2ccc(Cl)cc12 | i
Cc1nc2ccccc2c2oc(C(=O)N3CCN(C)CC3)cc12 | i
O=C(O)c1ccccc1C1CCN(C(=O)c2ccc3cc[nH]c3c2)C1 (stereo not given) | i
CCCn1cc(CNC(C)c2cnc(-c3ccncc3)nc2C)c(C)n1 (stereo not given) | i
CCN1CCCC1CNc1ncnc(N)c1[N+](=O)[O-] (stereo not given) | i
CC(C)(O)C#Cc1ccc(C(=O)N2CCCC2c2ccccn2)o1 (stereo not given) | i
COC(=O)c1c(NC(=O)c2cc([N+](=O)[O-])nn2Cc2ccccc2)sc(C)c1C | ?
CC1=C(C(=O)Nc2ccccn2)C(c2ccsc2)C2=C(CC(C)(C)CC2=O)N1 (stereo not given) | i

2 compounds picked at random from the list so far, as already listed:
SMILES | ST2 IL33 inh
Cn1c(N2CCCCC2)nc2c1c(=O)n(Cc1ccc(Cl)c(Cl)c1)c(=O)n2C | ?
CC1=C(C(=O)OC(C)C)C(c2ccc(OCc3ccccc3)cc2)N2C(=O)CCSC2=N1 (stereo not given) | ?

Next records:
SMILES | ST2 IL33 inh
CC(C)(Oc1ccc(Cl)cc1)C(=O)NCCSc1c[nH]c2ccccc12 | i
Fc1ccc(-n2cccn2)c(CN2CCCC(OCc3ccccn3)C2)c1 (stereo not given) | ?
COc1ccccc1NC(=O)c1cc(S(=O)(=O)N2CCOCC2)c(Cl)cc1Cl | i
CC(C)(C)c1ccc(C(=O)N2CCC(c3cc(CC(=O)O)[nH]n3)CC2)cc1 | ?
O=S(=O)(NCC(c1cccnc1)N1CCN(c2ccccc2F)CC1)c1ccc(F)cc1 (stereo not given) | i
CC1=CC(C)(C)NC(=O)N1c1ccc(C)cc1 | i
Cc1ccc(C)c(OCC(=O)Nc2ccc(C(=O)O)cc2)c1 | i
COc1ccc(N=Cc2cc(Br)cc(Cl)c2O)cc1 | i
CCOC(=O)C1CCN(c2nccc(OCC)n2)CC1 | i
C=C(CCCCCCCC(=O)O)C(=O)OC | ?
CC(=O)c1ccc(NC(=O)N2C[C@@H]3C[C@H](C2)c2ccc(NC(=O)Nc4ccccc4)c(=O)n2C3)cc1 | i
CCOc1ccc(OCCn2cnc3ccccc3c2=O)cc1 | i
CC1(C)CC(=O)C2=C(C1)c1c(ccc3ccccc13)NC2c1ccccn1 (stereo not given) | i
O=C1C(Nc2ccccc2)=C(NS(=O)(=O)c2ccccc2)C(=O)c2ccccc21 | ?
O=C(COc1ccc2c(c1)OCO2)Nc1ccccc1F | ?
C=CCc1cc(OC)c(O)c(-c2cc(CC=C)cc(OC)c2O)c1 | 41.0%*
Cc1nn(C)c(C)c1CCC(=O)N(C)C1CCCN(CCc2ccccc2)C1 (stereo not given) | i
O=C(COc1ccccc1O)N1CCc2c(ncnc2N2CCOCC2)C1 | ?
N#C/C(=C/Nc1ccccc1[N+](=O)[O-])c1nc(-c2ccc3c(c2)OCO3)cs1 | ?
O=C(Cn1cnc2c(oc3ccccc32)c1=O)Nc1ccc2c(c1)OCCO2 | ?
Cc1cc2nc(COc3ccc(Cl)cc3NC(=O)C(C)Oc3ccccc3)cc(=O)n2o1 (stereo not given) | i
O=c1[nH]c2ccccc2nc1Cc1ccccc1[N+](=O)[O-] | i
Cc1ccccc1-n1ncc(C(C)NC(=O)Cc2c(C)[nH]c3c(F)cccc23)c1C (stereo not given) | ?
CCCCC1(C)OC(=O)C(=Cc2ccc(SC)cc2)C(=O)O1 (stereo not given) | i
COCCNC(=O)c1cc2cc3ccc(OC)cc3nc2o1 | i
(further entries)
SMILES | ST2 IL33 inh
CCOc1ccc(Cc2nc(C)c(CC(N)=O)c(=O)[nH]2)cc1 | ?
COc1cc2c(C(=O)NC3CCCC(C)C3C)cn(CC(C)C)c(=O)c2cc1OC (stereo not given) | i
CC1=C(C(N)=O)C(c2ccc(C)cc2)n2nc(SCc3ccccc3Cl)nc2N1 (stereo not given) | i
Cc1ccc(-n2ncc3c(N4CCCC(C)C4)ncnc32)c(C)c1 (stereo not given) | i
Cc1occc1C(=O)Nc1ccc([N+](=O)[O-])c(NC(=O)c2ccoc2C)c1 | i
CCS(=O)(=O)c1ncc(CN2CCN(c3ccccc3)CC2C)n1CCOC (stereo not given) | ?
Cc1ccc(S(=O)(=O)N[C@H]2CO[C@H]3[C@@H]2OC[C@H]3O)cc1 | i
CCCc1cc2c(-c3ccccc3)cc(=O)oc2cc1O | i
Cc1nc2ccc(C(=O)NCC3COc4ccccc4O3)cc2nc1C (stereo not given) | ?
CNC(=O)CC(C)N(C)CC1=Cc2cc(Cl)ccc2OC1 (stereo not given) | ?
Cc1ccc(NS(=O)(=O)c2ccc3c(c2)c(=O)n(C)c(=O)n3C)cc1C | i
Cc1cccc(Cc2c(C)nc3c(C(=O)N(C)CCC#N)c[nH]n3c2=O)c1 | i
COc1cc(-c2cccc3c2CCNC3)cc2cc(C(=O)O)oc12 | i
O=C1C(=O)N(Cc2ccc(CN3C(=O)C(=O)c4ccccc43)cc2)c2ccccc21 | ?
CCOc1ccc(C2CC(c3ccc(OCC)cc3)n3ncnc3N2)cc1 (stereo not given) | i
COc1ccc2oc(=Nc3cccc(F)c3)c(C(=O)Nc3ccccc3)cc2c1 | ?
CSc1ccccc1-c1cc(C)nc(N)n1 | ?
COc1cc(Br)cc(/C=C2/NC(=O)N(Cc3ccc(Cl)cc3)C2=O)c1OC | ?
O=C(COc1ccc(F)cc1)Nc1c(C(=O)Nc2ccc(F)cc2)oc2ccccc12 | i
CCC(=O)N[C@@H]1c2ccccc2C2(CCN(C(=O)c3sccc3C)CC2)[C@H]1OCc1cccnc1 | i
O=C(NCCc1ccccc1)C1C2C=CC3(CN(Cc4ccccc4Cl)C(=O)C13)O2 (stereo not given) | i
C1=CC(Cc2n[nH]c(Cc3ccccc3)n2)CC1 (stereo not given) | ?
Cc1cc(C)c(S(=O)(=O)N2CCCCC2C(=O)O)c(C)c1 (stereo not given) | ?
COc1ccc(-c2ccno2)cc1S(=O)(=O)N1C[C@H]2CC=CC[C@H]2C1 | ?

Compounds listed so far that have a furan ring, fused or not, in the order listed:
SMILES | ST2 IL33 inh
COc1ccc2cc3cc(C(=O)NCc4ccc(F)cc4)oc3nc2c1 | ?
COc1ccc2cc3cc(C(=O)N(C)c4ccc(Br)cc4)oc3nc2c1 | i
COCC(=O)Nc1c(C(=O)Nc2ccc(F)cc2)oc2ccccc12 | i
Cc1ccccc1N1CCN(Cc2ccco2)CC1 | i
O=C(Nc1ccccc1-c1ccccc1NC(=O)c1ccco1)c1ccco1 | i
CC(=O)Nc1c(C(=O)c2ccc(C)cc2)oc2ccc(Cl)cc12 | i
Cc1nc2ccccc2c2oc(C(=O)N3CCN(C)CC3)cc12 | i
CC(C)(O)C#Cc1ccc(C(=O)N2CCCC2c2ccccn2)o1 (stereo not given) | i
O=C(Cn1cnc2c(oc3ccccc32)c1=O)Nc1ccc2c(c1)OCCO2 | ?
COCCNC(=O)c1cc2cc3ccc(OC)cc3nc2o1 | i
Cc1occc1C(=O)Nc1ccc([N+](=O)[O-])c(NC(=O)c2ccoc2C)c1 | i
COc1cc(-c2cccc3c2CCNC3)cc2cc(C(=O)O)oc12 | i
O=C(COc1ccc(F)cc1)Nc1c(C(=O)Nc2ccc(F)cc2)oc2ccccc12 | i
